CCHF vOTU inh: blocks the CCHF virus ovarian tumor domain protease; 0.55% of 370,000 active; inhibition, % at 11.5 µM; CCHFV vOTU protease, Pep-AMC fluorescence; note: 0% = vehicle wells with enzyme and 100% = no enzyme wells
Rv3671c inh: Rv3671c (M. tuberculosis) protease inhibition | P9WHR9 | inhibition, % at 5.96 µM | 0.048% of 320,000 active; in the data active = inhibition above about 38%;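 note: extracellular domain of Rv3671c used as enzyme; 0% = enzyme with DMSO and 100% = no enzyme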
BoNT-F LC inh: BoNT F light chain protease inhibition; Multiplex microsphere protease cleavage assay, flow cytometry; inhibition, % at 10 µM; 0.22% of 360,000 active; in the data active = inhibition above about 35%, passing the limit was not always enough; inconclusive = no clear call, values can overlap the other calls; note: plate controls were buffer without enzyme for full effect and enzyme alone for no effect
BioA inh: inhibitors of Mycobacterium tuberculosis BioA enzyme; AID 602481; purified M. tuberculosis BioA enzyme, plate reader; 0.096% of 360,000 active; inhibition, % at 9.99 µM; in the data active = inhibition above about 40%; inconclusive = no clear call, values can overlap the other calls
VHR inh abs: inhibitors of human VHR1 phosphatase (DUSP3); recombinant VHR phosphatase, pNPP absorbance; inhibition, % at 13.3 µM; 0.52% of 290,000 active; AID 1654; in the data active = inhibition above about 50%; note: some compounds called inactive have numbers as strong as hits
Target sequence (P51452 whole entry, looked up): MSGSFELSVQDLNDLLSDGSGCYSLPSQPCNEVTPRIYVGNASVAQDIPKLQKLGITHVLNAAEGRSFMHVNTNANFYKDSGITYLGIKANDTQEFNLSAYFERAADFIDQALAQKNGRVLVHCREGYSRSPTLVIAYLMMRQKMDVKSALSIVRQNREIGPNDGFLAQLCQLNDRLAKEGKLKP
MazEF act: activators of E. coli MazEF toxin-antitoxin RNase; P0AE70; FAM/BHQ RNA-DNA oligo cleavage fluorescence, 5 h; activation, % at 20 µM; 0.32% of 350,000 active; in the data active = activation above about 50%
Target sequence (P0AE70 whole entry, looked up): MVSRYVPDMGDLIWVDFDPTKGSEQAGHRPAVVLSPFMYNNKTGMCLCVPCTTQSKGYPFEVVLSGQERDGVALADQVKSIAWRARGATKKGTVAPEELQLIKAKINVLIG
UGM FP inh: blocks M. tuberculosis UGM enzyme | AID 504406 | 0.06% of 320,000 active | purified UGM, fluorescence polarization probe displacement | P9WIQ1 | inhibition, % at 10 µM; in the data active = inhibition above about 10%, passing the limit was not always enough; inconclusive = no clear call, values can overlap the other calls
FadD28 FP inh: inhibitors of Mycobacterium tuberculosis FadD28 bisubstrate binding; FadD28 bisubstrate probe binding, fluorescence polarization; inhibition, % at 12.5 µM; 0.22% of 360,000 active; in the data active = inhibition above about 8.5%, passing the limit was not always enough; inconclusive = no clear call, values can overlap the other calls
Mtb FBA inh: inhibitors of M. tuberculosis fructose-bisphosphate aldolase; P9WQA3; purified M. tuberculosis FBA, fluorescence read-out; inhibition, % at 1 µM; 2.3% of 360,000 active; AID 588726; in the data active = inhibition above about 27%;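 note: 0% = vehicle and 100% = reference inhibitor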
Target sequence (P9WQA3 whole entry, looked up): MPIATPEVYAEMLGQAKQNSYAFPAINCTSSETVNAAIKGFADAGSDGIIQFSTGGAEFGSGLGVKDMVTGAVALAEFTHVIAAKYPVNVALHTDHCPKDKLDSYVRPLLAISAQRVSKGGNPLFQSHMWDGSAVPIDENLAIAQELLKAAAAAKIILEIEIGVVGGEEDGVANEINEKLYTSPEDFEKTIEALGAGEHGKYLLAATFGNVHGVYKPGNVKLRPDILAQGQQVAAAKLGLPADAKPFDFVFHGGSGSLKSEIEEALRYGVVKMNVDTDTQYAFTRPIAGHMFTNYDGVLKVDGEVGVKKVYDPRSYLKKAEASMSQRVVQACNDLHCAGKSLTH
GDH-TPI counter: counter-screen for M. tuberculosis FBA inhibitors: GDH-TPI coupled enzymes. AID 588335. inhibition, % at 4.8 µM. GDH-TPI coupled enzyme counterscreen, NADH absorbance. 1.2% of 360,000 active;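 note: 0% = DMSO wells and 100% = wells lacking the enzyme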
Starred values were filed as active, the others as inactive; ? = inconclusive; nt = no result given. Cut-off read from the data, not from the text of the source, unless noted: active = inhibition above about 30%; inactive = the rest.

Values run as follows: CCHF vOTU inh	Rv3671c inh	BoNT-F LC inh	BioA inh	VHR inh abs	MazEF act	UGM FP inh	FadD28 FP inh	Mtb FBA inh	GDH-TPI counter
- Cc1ccc(C(NC(=O)C2CCN(CCOc3ccc(Cl)cc3Cl)CC2)c2ccccn2)cc1 (stereo not drawn)
    14	nt	4	-0.6	nt	nt	nt	-1.7	1	-6
- COc1cccc(-c2nc(-c3ccccc3)nc(N3CCN(C)CC3)c2C#N)c1
    18	2	-3	nt	18	17	-0.3	-2.4	1	-4
- COc1cccc(CC(=O)Nc2nc(C)cs2)c1
    11	3	-8	0.4	19	7	-1.1	0.2	-3	-1
- O=C(Nc1ccc2[nH]ccc2c1)c1ccccc1
    -6	0	-9	0.0	20	11	-0.5	-0.7	3	7
- O=C(Cn1c(=O)sc2ccccc21)Nc1ccc(S(=O)(=O)N2CCCC2)cc1
    8	-1	-7	-1.5	-7	-4	0.4	-0.7	2	0
- COCCSc1nnc(NC(=O)CCS(=O)(=O)c2ccccc2)s1
    9	3	9	-0.2	33	10	-0.2	-2.0	-3	-9
- O=C(/C=C/c1ccco1)N(Cc1cccc(F)c1)C1CCS(=O)(=O)C1 (stereo not drawn)
    6	-3	-2	0.7	15	11	-0.1	-3.1	-5	10
- COc1ccc2cc3cc(C(=O)N4CCN(c5ccccc5)CC4)oc3nc2c1
    -20	1	1	nt	37	16	-3.4	-0.5	4	6
- CC(C)NC(=O)c1[nH]nc2c1CCc1ccccc1-2
    nt	nt	-8	1.4	-2	-7	-0.3	-1.0	2	6
- Cc1ccccc1NC(=S)N=Nc1c(O)n(C)c2ccc(S(=O)(=O)N3CCOCC3)cc12
    -6	13	-5	0.0	49	17	-3.6	-2.9	-9	0
- O=C(NCCN1CCN(C(=O)c2cccc(Br)c2)CC1)C(=O)NCc1ccccc1
    -8	-4	-2	0.5	8	3	-2.1	-4.1	2	0
- c1ccc(CSc2ncnc3c2ncn3C2CCCCO2)cc1 (stereo not drawn)
    -17	nt	-6	2.9	nt	-7	nt	2.2	0	11
- COc1ccc(S(=O)(=O)N2CCOCC2)cc1NC(=O)CCNC(=O)c1ccc(Br)cc1
    -8	-9	1	-0.2	nt	0	1.9	0.0	-3	0
- COc1ccc(S(=O)(=O)NCc2cccnc2)cc1Br
    2	3	?	1.2	13	0	-1.6	-3.9	1	-15
- O=C(O)c1cccc(NS(=O)(=O)c2ccc(NC(=O)c3ccco3)cc2)c1
    -4	-9	4	-1.5	17	-10	2.7	-6.7	3	-7
- O=[N+]([O-])c1cc(C(F)(F)F)cc([N+](=O)[O-])c1NN=C1CCCCC1
    16	4	-3	0.3	-3	-4	-1.3	-3.9	-3	-5
- C=CCNC(=O)CN1CCC(c2nc3ccccc3[nH]2)CC1
    4	2	3	-0.3	24	8	2.9	1.2	0	1
- COc1cccc(OC)c1OCCN(C)C
    -5	5	-2	-0.3	-31	1	1.4	?	2	-2
- COc1ccc(OC)c(C(=O)CN2C(=O)NC(C)(c3ccccc3)C2=O)c1 (stereo not drawn)
    -8	6	-5	-1.7	0	18	0.5	-4.2	-9	9
- CN(C(=O)COc1ncnc2c1cnn2-c1ccccc1)C1CCCCC1
    -21	4	-2	0.2	5	0	-1.8	-2.8	2	7
- O=C(CCCOc1ccc(Cl)cc1Cl)NNC(=O)c1ccc(NC(=O)c2ccccc2)cc1
    -14	0	2	-3.8	-1	-78	-0.3	-0.1	1	9
- CC(=O)c1ccc(OC(=O)C(CCS(C)(=O)=O)N2C(=O)c3ccccc3C2=O)cc1 (stereo not drawn)
    8	-2	-1	0.2	14	-2	0.5	-3.2	-1	13
- Cc1oc(-c2cccc(Cl)c2)nc1CSCC(=O)O
    9	4	1	-0.5	6	3	-0.5	-1.4	2	4
- CC(C)[C@@H](CO)NS(=O)(=O)c1ccc(Br)cc1F
    -6	nt	6	0.5	nt	13	nt	-1.5	0	4
- Cc1cc(NC(=O)Nc2ccc(Cl)c(Cl)c2)no1
    4	-10	?	-0.3	nt	3	2.8	-7.0	0	-8
- CCCn1c(=O)c(C(=O)NNS(=O)(=O)c2ccc(NC(=O)OC)cc2)c(O)c2ccccc21
    2	0	-11	-0.6	36	25	-1.3	-1.0	0	-5
- Cc1ccc2cc(CCNC(=O)c3ccc4c(c3)OCO4)c(=O)[nH]c2c1C
    -1	-2	-7	-0.7	-2	7	3.4	-3.1	1	8
- CCc1cc(CNC(=O)c2ccc3nc(Cc4ccc(OC)c(OC)c4)oc3c2)on1
    9	-3	-8	0.8	23	0	1.3	0.7	1	2
- CCOC(=O)c1cnc(-n2nc(C)cc2C)nc1NCCc1ccccc1
    9	4	-14	3.4	10	4	-0.5	-5.3	-2	0
- Cc1cccn2c(=O)c3cc(C(=O)N4CCN(C(=O)c5ccco5)CC4)n(C)c3nc12
    -89	-13	-4	0.3	24	6	2.0	0.1	81*	26
- CCN(CC)S(=O)(=O)c1ccc2oc(Nc3ccc(OC)cc3OC)nc2c1
    14	7	-1	-0.4	40	7	-2.8	-1.3	0	-4
- Cc1ccsc1/C=N/NC(=O)CO
    2	5	-5	-1.8	27	-2	0.3	0.1	-4	9
- CCc1ccc(N2C(=O)CN(Cc3cccs3)C2=S)cc1
    -14	-3	-5	0.1	7	4	-1.1	-0.3	2	-18
- Cc1ccc(CNC(N)=S)cc1
    -13	5	-5	0.0	10	-2	1.0	-0.9	-10	11
- C/C=C/C(=O)OCC(=O)Nc1nc2ccc(C)cc2s1
    20	-18	-6	-1.7	-19	-48	-1.5	-3.9	0	-2
- O=C(Cc1cccs1)N/N=C/C(Cl)=C/c1ccccc1
    -14	-9	-2	nt	8	-5	-3.4	-0.9	-2	14
- CCOC(=O)[C@@H]1[C@H]2COc3ccc(Br)cc3[C@H]2N2C(=O)N(c3ccc(Br)cc3)C(=O)[C@]12C
    -8	-1	-5	-0.3	40	-4	0.2	0.7	3	8
- O=C(CN1CCCCC1)N1CCc2ccccc21
    11	-6	-11	1.8	30	4	3.1	-2.1	-7	-8
- COc1cc(C)ccc1Oc1nc(-c2ccccc2O)nc2ccccc12
    32*	4	-4	nt	13	-6	0.7	0.5	1	3
- COc1ccc(/C=N/Nc2nc(N3CCCC3)nc(N3CCCC3)n2)c(OC)c1OC
    -4	-10	-2	nt	11	-9	-2.8	-3.9	-4	17
- CN1C(=O)CC(C(=O)O)SC1=Nc1cc(Cl)cc(Cl)c1 (stereo not drawn)
    21	-4	-16	-0.7	42	-1	4.0	0.6	0	4
- Cc1c(NC(=O)c2cc3c(s2)CCCC3)c(=O)n(-c2ccccc2)n1C
    7	4	-10	-0.2	22	16	-2.8	-1.7	2	-5
- CCOC(=O)c1c(C)c(C(=O)Nc2ccc(N(C)C)cc2)c(C)n1CC
    5	6	-27	0.0	0	-12	3.7	-3.5	-6	7
- O=C(c1cc(S(=O)(=O)N2CCOCC2)ccc1Cl)N1CCOCC1
    -3	4	6	-0.6	13	9	0.4	1.0	0	-5
- Cn1nnc2ccccc2c1=O
    3	5	-1	nt	26	0	0.0	-0.9	-2	-2
- O=C(O)CC(=O)Nc1ccc(Oc2ccc(C(F)(F)F)cn2)c(Cl)c1
    -14	-4	-8	nt	6	9	-0.4	-2.1	5	10
- CSCCCNC(=S)N1CCc2ccccc2C1
    12	-14	-2	3.5	4	-4	-1.4	-2.2	3	3
- Cn1cc(Cc2ccc(C(=O)NC34CC5CC(CC(C5)C3)C4)cn2)c2ccccc21
    4	nt	-12	-0.2	nt	nt	nt	-0.6	0	7
- Cc1ccc(S(=O)(=O)N(C)CC(=O)NNC(=O)CCS(=O)(=O)c2ccccc2)cc1
    -4	1	-11	2.0	nt	1	-0.7	-1.2	-1	4
- CCCC(c1nnnn1C(C)(C)CC)N1CCN(C(=O)c2ccco2)CC1 (stereo not drawn)
    5	5	-5	2.3	32	3	0.5	nt	0	-1
- CC(=O)c1cccc(NC(=O)c2cccc(N3C(=O)c4ccccc4C3=O)c2)c1
    6	1	6	-2.3	34	-20	-2.6	1.7	3	6
- Cc1ccnc(NC(=O)CCC(=O)N(CC(=O)NC(C)(C)C)C2CCCC2)c1
    5	4	-2	-1.1	7	-9	2.0	-2.3	4	-3
- COc1ccccc1C(C[N+](=O)[O-])c1c[nH]c2ccccc12 (stereo not drawn)
    1	4	?	nt	-13	5	-0.6	-1.9	1	6
- O=C(CSc1ncn[nH]1)Nc1cccc(S(=O)(=O)N2CCCCCC2)c1
    -18	-3	-4	1.7	-7	0	-0.2	-0.1	-1	11
- Cc1ccc(NC(=O)c2c(C)noc2-c2snnc2C)cc1
    -9	1	?	nt	-8	1	-5.4	-0.9	0	3
- CCN1C(=O)CSc2ccc(C(=O)OC)cc21
    2	8	-7	-1.0	0	4	3.9	-1.8	1	0
- COc1cccc2c1C(=O)O/C2=C/c1ccc2c(c1)OCO2
    -10	2	6	0.4	27	nt	1.4	0.0	3	7
- COc1ccc(N2CC(C(=O)Nc3nnc(SCC(=O)NCC4CCCO4)s3)CC2=O)cc1 (stereo not drawn)
    4	-9	-8	1.0	14	-8	3.0	-0.9	2	5
- CNC(=S)N1CCN(S(=O)(=O)c2ccc3ccccc3c2)CC1
    -10	-4	-3	5.9	46	6	1.5	-1.4	2	5
- CCN(CC)C(=O)c1ccc(N2C(=O)C3CC=C(Cl)CC3C2=O)cc1 (stereo not drawn)
    -17	2	6	nt	26	8	0.3	0.2	0	4

(list continues)
Values run as follows: CCHF vOTU inh	Rv3671c inh	BoNT-F LC inh	BioA inh	VHR inh abs	MazEF act	UGM FP inh	FadD28 FP inh	Mtb FBA inh	GDH-TPI counter
- O=C(NCC(=O)N1CCc2ccccc2C1)c1ccccc1Cl
    -15	nt	-7	-2.0	17	-4	5.6	nt	0	3
- Cc1noc(C)c1CSCC(=O)Nc1cc(S(=O)(=O)N2CCOCC2)ccc1OC(C)C
    -7	5	-1	0.1	nt	-4	3.6	-1.0	4	11
- COc1cc(/C=N/NC(=O)C(C)n2nnc3ccccc32)ccc1O (stereo not drawn)
    20	1	0	5.8	2	4	-1.9	-5.0	0	19
- COc1ccccc1NC(=O)Nc1cccnc1
    7	0	-8	16	-9	-4	0.4	0.7	5	30
- O=C(NC(=S)NC1CC1)c1cccnc1
    9	-5	9	-2.0	1	7	3.5	-0.9	-10	22
- O=C(O)c1cc(/C=C/C(=O)c2cc(F)ccc2O)c2c(c1)COCO2
    4	4	-4	4.3	4	4	0.6	0.3	1	18
- Cc1cccc(OCC(=O)Nc2cc(C)on2)c1
    0	-3	-14	0.0	22	5	2.4	-2.2	-4	2
- Cc1nn(Cc2ccc(F)cc2)c(C)c1NC(=O)c1cc2ncc(Br)cn2n1
    7	4	-4	nt	20	10	0.4	-4.3	2	-3

Screening data deposited in PubChem by several laboratories.
